Assay outcomes: PubChem BioAssay, National Center for Advancing Translational Sciences (NCATS)
4-MU autofl: 4-MU region autofluorescence; compound autofluorescence, 340/450 nm, 4-MU equivalents; hits give high values; max dye-equivalent concentration, M; 59,000 tested, 11% active; AID 589; in the data active = max dye-equivalent concentration above about 10 nM; inconclusive = mostly about 1.1 nM to 9.6 nM
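Compounds in 100 mM Tris, pH 8.0, incubated 15 min at room temperature, then fluorescence read at 340 nm excitation/450 nm emission. Signal converted to 4-MU dye-equivalent concentration using an on-plate six-point 4-MU standard curve.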
FLuc inh: inhibitors of firefly luciferase; P08659; purified firefly luciferase, luminescence, 8 min; Potency, µM (series often up to 57.1 µM), for the others: top-dose activity change, negative = inhibition, most hits filed as inhibitors; 72,000 tested, 2.2% active; AID 411; also: potency is read from the fitted curve at half-maximal effect; % is scaled to controls: 0 for no effect and ±100 for the full control effect; nearly all actives have a fitted effect of over 40% in size
Target sequence (P08659 whole entry, looked up): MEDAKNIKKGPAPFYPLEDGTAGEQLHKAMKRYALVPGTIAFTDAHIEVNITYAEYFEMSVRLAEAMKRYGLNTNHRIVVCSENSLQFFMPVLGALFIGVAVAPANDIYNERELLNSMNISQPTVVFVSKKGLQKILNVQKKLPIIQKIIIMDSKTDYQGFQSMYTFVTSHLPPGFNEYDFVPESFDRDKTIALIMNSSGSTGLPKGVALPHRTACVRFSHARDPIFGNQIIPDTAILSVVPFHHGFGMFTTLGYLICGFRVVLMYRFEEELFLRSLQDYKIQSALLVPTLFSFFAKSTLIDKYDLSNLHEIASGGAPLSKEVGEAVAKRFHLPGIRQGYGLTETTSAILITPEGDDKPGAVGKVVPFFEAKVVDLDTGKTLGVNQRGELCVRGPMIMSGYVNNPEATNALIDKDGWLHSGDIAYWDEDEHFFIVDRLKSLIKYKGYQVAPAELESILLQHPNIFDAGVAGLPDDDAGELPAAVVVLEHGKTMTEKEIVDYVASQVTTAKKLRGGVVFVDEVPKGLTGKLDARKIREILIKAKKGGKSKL
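qHTS concentration-response profiling: light output of P. pyralis luciferase with luciferin and 10 uM ATP, imidazole buffer pH 7.2. Read by luminescence after 8-min room-temperature incubation.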
HBB splice mod: alters splicing of the hemoglobin beta chain; HBB splicing reporter cell assay, activation; EGFP reporter with mutant IVS2-654 intron; response scale: normalised to 500 nM splice-correcting PNA; Potency, µM (top dose mostly 46.1 µM), for the others: at the top dose activation, actives largely listed as activators; 65,000 tested, 0.06% active; AID 925; also: potency is read from the fitted curve at half-maximal effect; 0% is about no effect
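Compounds were applied for 2 days to HeLa EGFP-654 cells, 500/well in Optimem with 2% FCS. The reporter's EGFP is disrupted by mis-splicing of beta-globin intron IVS2-654. Readout: summed well GFP fluorescence from 488 nm laser scanning; reference was 500 nM antisense […] 654 PNA.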
CRE-bla Fsk: modulators of forskolin-stimulated CRE signaling in CHO cells; CHO CRE-bla reporter (cAMP response element driving beta-lactamase), forskolin EC10, beta-lactamase ratio; Potency, µM (series often up to 38.2 µM), for the others: top-dose activity change, negative = inhibition, hits mostly activators; 71,000 tested, 2.5% active; active = well fitted activation curve with a large enough effect in the signal ratio, with a control signal flat, not every such curve was filed as active; inconclusive = small, poorly fitted or top-dose-only effect, or effect the other way, or a change in a side signal; the % refers to the signal ratio; also: potency is read from the fitted curve at half-maximal effect; % of control where 0% means no effect
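CRE-bla CHO cells stimulated with EC10 NKH 477 (water-soluble forskolin) and compound titrations, 3 h at 37C; beta-lactamase read with CCF4 after 2 h at room temperature. Activity from 460/530 nm emission ratio, AC50 values for positive or negative modulation.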
TexasRed autofl: Texas Red region autofluorescence. Compound fluorescence, Texas Red channel, 547/618 nm; hits give high values. max dye-equivalent concentration, M. 59,000 tested, 0.06% active; in the data active = max dye-equivalent concentration above about 10 nM; inconclusive = between about 1.1 nM and that limit
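Dye-equivalent concentrations come from scaling compound signal (ex 547, em 618 nm) to six Texas Red standard concentrations run on every plate, after 15 min room-temperature incubation in pH 8.0 Tris (100 mM).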
ERK AVP inh: vasopressin-driven ERK pathway inhibition; 72,000 tested, 0.99% active; AID 995; Potency, µM (highest dose often 57.5 µM), without a hit: top-dose activity, negative = inhibition, usual class: inhibitors; HEK293-V1b, vasopressin-stimulated pERK AlphaScreen; also: potency is read from the fitted curve at half-maximal effect; % is scaled to controls: 0 for no effect and ±100 for the full control effect; nearly all actives have a fitted effect of over 55% in size
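Overnight-seeded V1b-HEK293 cells in 1% FBS got compound, then vasopressin (25 nM final, 5 min, 37C), then lysis buffer. AlphaScreen detection of phospho-ERK; activity normalized to basal and full-stimulation controls.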
Ub-GFP proteasome: inhibits proteasome, raising ubiquitin-GFP reporter fluorescence | Ubiquitin-GFP reporter cells, proteasome inhibition, GFP fluorescence; response scale: untreated = 0%, 10 µM MG-132 = 100% | 67,000 tested, under 10 active | AID 526 | Potency, µM (titrated, usually from 45.9 µM), for inactives: at the highest dose activation (GFP accumulation), actives largely listed as activators; active = well fitted activation curve with a large enough effect, not every such curve was filed as active; inconclusive = small, poorly fitted or top-dose-only effect, or another doubt; inactive = no such curve, though single readings can be large or run the other way; also: potency is read from the fitted curve at half-maximal effect
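Proteasome blockade was scored as a rise in GFP-expressing U2OS cells carrying a ubiquitin(G76V)-GFP construct, imaged after 4 hr compound treatment at 37 °C across a 46 uM–2.9 nM series.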
GFP derepression: epigenetic modulators derepressing GFP locus in mouse cells; mouse C127i GFP locus derepression, cytometry, 30 h; Potency, µM (highest dose often 46.1 µM), inactives show at the highest dose GFP derepression (activation); 68,000 tested, 0.09% active; also: % of control where 0% means no effect
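Locus derepression in mouse mammary C127i cells whose integrated CMV-GFP reporter is normally silent; GFP expression after 30 h compound treatment was quantified by counting fluorescent cells.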
Hsp90 Hop PPI: changes Hsp90-Hop TPR2A binding signal, up or down; AlphaScreen TPR2A-His6 binding biotin-Hsp90 C-terminal peptide; Potency, µM (doses to about 57 µM), for the others: at the highest dose activity change, negative = inhibition; 71,000 tested, 0.44% active; AID 595; active = well fitted curve in either direction with a large enough effect; inconclusive = small, poorly fitted or top-dose-only effect, or another doubt; also: potency is read from the fitted curve at half-maximal effect; % is scaled to controls: 0 for no effect and ±100 for the full control effect; many of its hits are not listed in these tables
A350 fluor: compound fluoresces in the Alexa 350 spectral region | 59,000 tested, 11% active | max dye-equivalent concentration, M | Compound autofluorescence, 340/450 nm, Alexa 350 dye-equivalents; hits give high values; in the data active = max dye-equivalent concentration above about 10 nM; inconclusive = mostly about 1.1 nM to 9.6 nM
Fluorescein fluor: compound autofluorescence in fluorescein spectral region; Compound autofluorescence, 480/540 nm, fluorescein-equivalent; hits give high values; 59,000 tested, 0.91% active; max fluorescein-equivalent concentration, M; in the data active = max fluorescein-equivalent concentration above about 10 nM; inconclusive = between about 1.1 nM and that limit
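Library compounds, added at multiple concentrations to pH 8.0 Tris buffer (100 mM), incubate 15 min at room temperature before CCD imaging at 480 nm excitation and 540 nm emission.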
Numbers without * were called inactive; i = inactive; ? = inconclusive; . = no result given; [ ] = another dose, or the depositor's remark. Unless noted, calls follow the shape of the dose curve; as a rule, active = well fitted curve in the direction sought with a large enough effect; inconclusive = small, poorly fitted or top-dose-only effect, or another doubt; inactive = no such curve, though single readings can be large; an effect the other way counts as inactive or inconclusive. Only part of the results is shown, so the mix of outcomes need not match the whole.

Structure,4-MU autofl,FLuc inh,HBB splice mod,CRE-bla Fsk,TexasRed autofl,ERK AVP inh,Ub-GFP proteasome,GFP derepression,Hsp90 Hop PPI,A350 fluor,Fluorescein fluor
COc1ccc(C(CC(=O)NCCCN2CCOCC2)NS(=O)(=O)c2ccc(C)cc2)cc1 (stereo unspecified),i,-2%,0.4%,-10%,i,15%,-7%,0%,?,i,i
Cc1cccc(CCNS(=O)(=O)c2ccc3c(c2)oc(=O)n3C)c1,i,2%,5.5%,-6%,i,5%,-9%,-3%,-1%,i,i
Cc1cc2c(ccc3c2no[n+]3[O-])nn1,i,-3%,2.9%[0.369 µM],14%,i,-7%,.,2%,-4%,i,?
CC(C)(C)c1nc(NCCN2CCOCC2)c2nnn(Cc3ccccc3Cl)c2n1,i,3%,.,5%,i,?,1%,-2%,-2%,i,i
CN1C(=O)/C(=C2/C=Cc3ccccc3N2CCCS(=O)(=O)O)SC1=S,i,-27%,0.3%[57.5 µM],-8%,?,?,-3%,1%,?,i,?
CCCn1c(SCC(=O)NCCc2ccc(OC)c(OC)c2)nc2c1c(=O)n(C)c(=O)n2C,i,3%,.,10%,i,5%,-3%,-1%,-2%,i,i
O=C(c1nn2cccnc2c1Cl)N1CCN(c2ccccc2)CC1,i,1%,-0.7%,-8%,i,13%,-6%,3%,-3%,i,i
O=C(Cc1cccs1)Nc1nncs1,i,0%,-0.2%,1%,i,-22%,7%,-3%,-1%,i,?
CCN1C(c2ccc(F)cc2)=CS/C1=C(\C#N)c1nnc2n1-c1ccccc1SC2,i,2%,-0.2%[57.5 µM],2%,i,-9%,0%,-2%,-6%,i,i
O=C(OCC#CCSc1nnc(-c2ccccc2)o1)c1ccco1,i,2%,.,6%,i,1%,5%,0%,7%,i,i
O=C(NCc1nc2ccccc2[nH]1)c1ccco1,i,0%,-4.5%[57.5 µM],2%,i,-24%,-7%,0%,-1%,i,?
O=[n+]1c2c(n([O-])c3c1CCCC3)CCCCC2,.,0%,-0.3%[9.22 µM],-1%,.,10%,21%,7%,-4%,.,.
CN(C)CCCN(C(=O)c1cccs1)c1nc(-c2ccccc2)cs1,i,0%,.,-2%,i,13%,2%,0%,-7%,i,i
O=C(COC(=O)c1cccnc1)Nc1ccc(F)cc1,i,0%,.,-1%,i,-10%,-4%,-1%,1%,i,i
CCOc1ccc(CC(=O)C2C(=O)CCCC2=O)cc1OCC,i,0%,0.3%,16%,i,-23%,-6%,0%,-3%,i,?
O=C(CC(c1ccc(F)cc1)c1ccco1)N1CCCC1 (stereo unspecified),i,-2%[25.5 µM],.,.,i,.,.,0%[20.6 µM],.,i,i
COc1ccc(C(=O)NCc2c(CC(C)C)oc(C)c2C(=O)O)cc1,i,4%,4.9%,4%,i,40%[activator],1%,3%,?,i,i
c1ccc(-c2n[nH]nc2-c2ccccc2)cc1,i,1%,2.2%,6%,i,-22%,11%,-3%,2%,i,?
Cc1[nH]c(=O)[nH]c(=O)c1S(=O)(=O)N(C)Cc1ccccc1,i,2%,-0.7%,?,i,-1%,-7%,1%,-2%,i,?
CCC(C)Sc1nc2c(c(=O)n1C)SC(C)C2 (stereo unspecified),.,0%,-0.5%,17%,.,.,-3%,.,-4%,.,.
CCN(CC)c1ccc(NC(=O)CC2Oc3ccccc3NC2=O)c(C)c1 (stereo unspecified),.,1%,-0.5%,-15%,.,-28%,13%,.,-4%[2.3 µM],.,.
CCCCC(=O)O[C@]1(C(=O)CO)CC[C@H]2[C@@H]3CCC4=CC(=O)CC[C@]4(C)[C@H]3[C@@H](O)C[C@@]21C,i,0%[25.5 µM],.,.,i,.,.,10%[20.6 µM],.,i,i
CCCCCC(=O)Nc1ccc(S(=O)(=O)Nc2nccnc2OC)cc1,i,-2%,-0.1%,7%,i,24%,8%,0%,2%,i,?
CN(C)c1nc(-c2cccc(C#N)c2)nc2ccccc12,i,-15%[2.29 µM],-1.1%,?,i,-1%,8%,3%[9.22 µM],25%,i,i
Cc1cc(Nc2ccc(F)cc2C)n2ncnc2n1,.,3%,-0.4%,?,.,-19%,-14%,0%,-2%,.,.
O=c1cc(CO)oc(CN2CCCC2)c1O,i,2%,-0.1%,0%,i,-9%,9%,-2%,-1%,i,?
CN(c1ccccc1C(=O)NCc1ccco1)S(C)(=O)=O,i,2%,0.9%,-8%,i,-7%,1%,0%,-4%,i,i
CCN1CCn2c3c(c4cc(C)ccc42)CCCC31 (stereo unspecified),.,-16%,-8.0%,-11%,.,-18%,-11%,1%,-9%,.,.
c1csc(-c2nn3c(Cn4nnc5ccccc54)nnc3s2)c1,i,1%,8.7%,-5%,i,-2%,3%,3%,-3%,i,?
COc1ccc(-c2nnc(SCC(=O)c3cc(C)n(Cc4cccs4)c3C)o2)cc1,i,1%,-0.3%[57.5 µM],-16%,i,?,-2%,3%,-5%,i,?

3 structures already listed, arranged by molecular weight, lowest first.
Structure,4-MU autofl,FLuc inh,HBB splice mod,CRE-bla Fsk,TexasRed autofl,ERK AVP inh,Ub-GFP proteasome,GFP derepression,Hsp90 Hop PPI,A350 fluor,Fluorescein fluor
O=C(OCC#CCSc1nnc(-c2ccccc2)o1)c1ccco1,i,2%,.,6%,i,1%,5%,0%,7%,i,i
CC(C)(C)c1nc(NCCN2CCOCC2)c2nnn(Cc3ccccc3Cl)c2n1,i,3%,.,5%,i,?,1%,-2%,-2%,i,i
CCCCC(=O)O[C@]1(C(=O)CO)CC[C@H]2[C@@H]3CCC4=CC(=O)CC[C@]4(C)[C@H]3[C@@H](O)C[C@@]21C,i,0%[25.5 µM],.,.,i,.,.,10%[20.6 µM],.,i,i

New compounds follow.
Structure,4-MU autofl,FLuc inh,HBB splice mod,CRE-bla Fsk,TexasRed autofl,ERK AVP inh,Ub-GFP proteasome,GFP derepression,Hsp90 Hop PPI,A350 fluor,Fluorescein fluor
COc1ccccc1OCCC(=O)OCCN1C(=O)c2ccccc2C1=O,i,-1%,0.3%[57.5 µM],-1%,?,3%,-4%,2%,4%,i,i
O=C(c1ccc2c(c1)OCO2)N1CCN(c2ccc(Cl)cc2)CC1,.,-1%,-0.2%,-5%,.,-14%,-4%,0%,-5%,.,.
COc1ccc(/C=C(\C#N)C(N)=O)c(OC)c1,?,1%[11.4 µM],4.8%[9.22 µM],1%[7.6 µM],i,-25%[11.5 µM],-1%[9.17 µM],-2%[9.22 µM],-1%[11 µM],?,i
O=C(CSc1nc(-c2ccc(F)cc2)cs1)N1CCN(C(=O)c2ccco2)CC1,i,-5%,1.1%,4%,i,?,0%,-2%,-2%,?,i
COc1cc(CNc2ccc3[nH]c(=O)[nH]c3c2)cc(Cl)c1OCC(=O)NC(C)(C)C,?,-4%,-1.2%,19%,i,-19%,-1%,-3%,-15%,?,?
CCC(C)N1C(=O)CCC1C(=O)NCc1ccc2c(c1)OCO2 (stereo unspecified),.,1%,0.7%,-6%,.,-11%,-7%,-3%,-2%,.,.
CC(C)CNC(=O)C1CCCN(S(=O)(=O)c2ccc(-n3cnnn3)cc2)C1 (stereo unspecified),i,2%,.,1%,i,3%,-3%,0%,3%,i,i
N[C@@H](Cc1cc(CP(=O)(O)O)cc(-c2ccccc2Cl)c1)C(=O)O,.,1%,.,-21%,.,-10%,-5%,-1%,3%,.,.
Nc1c(Br)cc(Br)cc1CNC1CCC(O)CC1 (stereo unspecified),i,4%[25.5 µM],0.0%,0%[17.1 µM],i,-6%,-4%[20.5 µM],4%[20.6 µM],-2%[26 µM],i,?
CCOc1ccc(C(=O)NCCn2cc(SCC(=O)Nc3cc(C)on3)c3ccccc32)cc1,i,16µM*,-3.9%,?,i,2%,-1%,1%,-3%,i,i
N#C/C(Cn1c[n+](NC(=O)Nc2ccccc2)cn1)=N/O,i,5%,-5.4%[57.5 µM],-5%,i,9%,-2%,0%,-6%,?,i
CC1CN(CC(O)COc2ccccc2C(C)(C)C)CC(C)O1 (stereo unspecified),i,2%,-0.3%[57.5 µM],3%,i,17%,-1%,1%,3%,i,i
CCN1c2ccccc2NC2N=C(OC)C(c3ccccc3)C21 (stereo unspecified),.,-1%,-0.6%[9.22 µM],?,.,?,25%,-2%,-20%,.,.
NC(=O)c1nn(-c2ccccc2)nc1NC(=O)CN1CCCCC1,i,-23%,0.0%,15%,i,-16%,-1%,2%,-4%,i,i
COc1ccc2[nH]c(C)c(CN3CCCC(C)C3)c(=O)c2c1 (stereo unspecified),?,0%,-0.2%,?,i,-10%,10%,5%,1%,?,i
COc1ccc2cc3cc(C(=O)Nc4ccc5c(c4)OCO5)oc3nc2c1,?,0%,-0.5%,?,i,-2%,-1%,-1%,5%,?,i
O=C(CSc1nnnn1-c1ccccc1)Nc1ccc(Cl)cn1,i,0%,-0.1%,-4%,?,-3%,-2%,2%,1%,i,i
